Screening results from PubChem.
14-3-3 Bad PPI: inhibitors of 14-3-3 zeta/Bad binding, primary screen, biochemical, TR-FRET, bovine 14-3-3 zeta; inhibition, % at 21.7 µM; AID 781, 2007; 14-3-3 protein zeta/delta (Bos taurus), P63103; TR-FRET 14-3-3zeta/Dy647-pBad peptide displacement, 1 h; hit rate 0.71% among 220,000;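 active = inhibition above about 70%, limit read from the data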;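 note: 0% = full 14-3-3 plus peptide FRET controls and 100% = background without 14-3-3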
FXIa inh 1536: human FXIa protease inhibitors, primary screen, biochemical, 1536-well. Coagulation factor XI (Homo sapiens), P03951. purified FXIa, Boc-Glu-Ala-Arg-AMC fluorogenic substrate. inhibition, % at 5 µM. hit rate 0.14% among 220,000. AID 798, 2007;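 active = inhibition of at least 40%; inactive = inhibition below 40%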;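 note: fluorescence of freed AMC excited at 355 nm; 0% = enzyme without compound and 100% = no enzyme blank; many of its hits are not listed in these tables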
FXIIa inh: human FXIIa protease inhibitors, primary screen, biochemical, 1536-well | Coagulation factor XII (Homo sapiens), P00748 | purified FXIIa, Boc-QGR-AMC fluorogenic substrate, 2 h | inhibition, % at 5 µM | hit rate 0.3% among 220,000; in the data active = inhibition above about 40%;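 note: 0% = enzyme with no compound and 100% = blank without enzyme; many of its hits are not listed in these tables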
Mdm2 ligase inh: MDM2-luciferase reporter signal enhancers, primary screen, MDM2 E3 ligase inhibitor project, cell-based, luminescence, 1536-well | E3 ubiquitin-protein ligase Mdm2 (Homo sapiens), Q00987 | signal enhancement, % at 5 µM | hit rate 0.11% among 210,000 | cell-based MDM2 ubiquitination luciferase reporter, 2 h; 0 = plate control, 100 = twice control, blank-subtracted;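 active = signal enhancement of 30% or more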;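 note: luminescence tracks abundance of the self-degrading MDM2-luciferase fusion protein; higher signal means inhibition of MDM2 E3 ligase activity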
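Test system: mammalian cells stably expressing self-ubiquitinating, self-degrading MDM2 E3–luciferase fusion; Amount: 2000 cells in each well; Medium: DMEM; Schedule: 4 h settle plus 2 h compound, 37 °C; Technique: SteadyLite luciferase luminescence after 15 min room-temperature reagent incubation; Benchmarks: plate control and blank wells.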
Rad51 HR inh: human RAD51 strand exchange inhibitors, primary screen, biochemical, fluorescence; hRad51 DNA strand exchange, fluorescence dequenching; hit rate 0.085% among 200,000; AID 1385, 2008; DNA repair protein RAD51 homolog 1 (Homo sapiens), Q06609; inhibition, % at 10 µM;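 active = inhibition above 40% at the single screening dose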;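 note: 0% = DMSO control wells and 100% = blanks with heterologous ssDNA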
Target sequence (Q06609 whole entry, looked up): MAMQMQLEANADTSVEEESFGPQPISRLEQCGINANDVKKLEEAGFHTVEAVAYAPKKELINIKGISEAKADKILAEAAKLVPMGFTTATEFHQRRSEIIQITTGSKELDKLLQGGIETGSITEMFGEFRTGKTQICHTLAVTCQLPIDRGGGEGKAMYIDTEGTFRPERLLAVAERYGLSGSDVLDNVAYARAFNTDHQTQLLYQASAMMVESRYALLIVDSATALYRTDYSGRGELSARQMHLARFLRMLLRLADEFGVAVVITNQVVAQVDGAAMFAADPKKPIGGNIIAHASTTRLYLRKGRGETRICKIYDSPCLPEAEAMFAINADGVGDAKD
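Test system – preformed human Rad51 ssDNA filaments · Reagent – Donor/quencher-labelled 47-bp dsDNA substrate · Incubation – 37 °C 15-min filament assembly, 30-min compound preincubation, 15-min exchange · Signal – FRET fluorescence dequenching, excitation 485 nm, emission 520 nm · Read-out – percent inhibition from fluorescence, normalised to plate control and blank means · Benchmarks – plate control and blank wells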
KLK5 inh: human KLK5 protease inhibitors, primary screen, biochemical, 1536-well; hit rate 0.59% among 210,000; inhibition, % at 5 µM; Kallikrein-5 (Homo sapiens), Q9Y337; recombinant hK5, fluorogenic AMC substrate cleavage;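 active = inhibition of 40% or more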;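 note: 0% = enzyme controls without compound and 100% = no-enzyme blanks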
eIF4E-4G inh: eIF4E–eIF4G protein interaction inhibitors, primary screen, biochemical, uHTS, TR-FRET, eIF4GI fragment; TR-FRET eIF4E-eIF4GI(517-606) binding, 2 h; Eukaryotic translation initiation factor 4E (Mus musculus) + Eukaryotic translation …; hit rate 0.37% among 220,000; inhibition, % at 21.7 µM;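 active = inhibition above about 30%, limit read from the data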;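 note: 0% = full FRET control wells and 100% = background wells lacking eIF4GI fragment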
p97 ATPase inh: inhibitors of human p97 ATPase, primary screen, biochemical | Transitional endoplasmic reticulum ATPase (Homo sapiens), P55072 | recombinant p97 ATPase, Kinase-Glo ATP luminescence, 3 h | inhibition, % at 8 µM | hit rate 0.42% among 220,000 | AID 1481, 2009; in the data active = inhibition above about 15%;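 note: 0% = DMSO vehicle and 100% = wells lacking enzyme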
Wee1 degr inh: Wee1 degradation inhibitors, primary screen, cell-based, HeLa, Wee1K328M-luciferase, luminescence; Wee1-like protein kinase (Homo sapiens), P30291; HeLa Luc-Wee1K328M stability; 100% = proteasome inhibitor MG132 effect; reporter increase, % at 5 µM; hit rate 1.2% among 220,000; AID 1321, 2008;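 active = activation above the mean of all tested compounds plus 3 SD, set per screening run, cut at about 8.8% in these data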;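 note: cells exposed to compound for 20 h before luminescence read; 0% = DMSO alone and 100% = MG132 at 30 µM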
Target sequence (P30291 whole entry K328M): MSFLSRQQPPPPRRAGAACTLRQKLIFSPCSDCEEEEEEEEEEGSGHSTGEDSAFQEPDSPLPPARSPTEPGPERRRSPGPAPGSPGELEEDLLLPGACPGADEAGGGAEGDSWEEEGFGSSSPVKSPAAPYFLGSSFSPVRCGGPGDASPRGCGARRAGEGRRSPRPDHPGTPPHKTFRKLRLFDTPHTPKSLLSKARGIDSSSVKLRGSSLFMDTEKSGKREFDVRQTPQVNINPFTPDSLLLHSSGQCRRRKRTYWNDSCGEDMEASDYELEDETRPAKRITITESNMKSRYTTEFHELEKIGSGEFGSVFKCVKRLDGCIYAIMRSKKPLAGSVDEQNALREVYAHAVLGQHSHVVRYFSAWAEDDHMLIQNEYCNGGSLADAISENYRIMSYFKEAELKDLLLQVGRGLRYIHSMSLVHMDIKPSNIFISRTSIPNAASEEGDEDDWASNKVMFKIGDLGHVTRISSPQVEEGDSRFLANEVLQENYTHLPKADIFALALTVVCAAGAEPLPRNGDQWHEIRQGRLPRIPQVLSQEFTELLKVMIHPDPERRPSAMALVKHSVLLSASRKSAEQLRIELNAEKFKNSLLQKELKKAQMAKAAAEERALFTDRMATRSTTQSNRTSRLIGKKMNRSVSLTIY
Numbers without * were called inactive; i = inactive; / = no result given; [ ] = another dose, or the depositor's remark. Outcome played no part in choosing rows. Share with any hit: about 3.5%.

SMILES	p97 ATPase inh	Mdm2 ligase inh	eIF4E-4G inh	Rad51 HR inh	14-3-3 Bad PPI	FXIa inh 1536	FXIIa inh	KLK5 inh	Wee1 degr inh
Cc1ccc(NC(=S)N2CCN(CCN3C(=O)c4cccc5cccc(c45)C3=O)CC2)cc1	0.1	7.3	-8.5	-5.6	-26.8	5.2	-2.9	0.8	0.6
O=C(/C=C/c1cccc(Br)c1)Nc1nn[nH]n1	3.8	-4.2	-3.9	-0.7	1.1	12.7	12.8	5.0	1.4
CCOc1ccc(N2C(=O)CN(C)C2=S)cc1	2.8	-2.3	2.2	-0.5	-16.1[fluorescence artefact?]	-6.6	0.2	-23.1	0.5
Cc1ccc2c(c1)C(=O)OC1(O)C3C4C=CC(C4)C3C(=O)N21 (configuration not stated)	-1.8	-0.1	3.3	8.2	1.0	-3.2	6.5	-2.4	0.2
O=C(O)C1CC(c2ccc(F)cc2)=NO1 (configuration not stated)	2.5	-8.6	-25.1[fluorescence artefact?]	-2.1	-8.1	-18.0	-0.4	25.2	1.3
CCOC(=O)C1(Cc2ccccc2)CCCN(Cc2ccc(OCCO)cc2)C1 (configuration not stated)	-3.1	-8.7	2.2	6.0	-1.4	2.1	10.1	3.8	-0.5
CC(=O)c1cccc(NC(=O)NC(C)C2CCCO2)c1 (configuration not stated)	-1.7	-20.9	-4.8[fluorescence artefact?]	2.3	0.7	-24.6	1.9	-34.5	0.6
CN(C)/C=C/C(=O)c1cnc2n(c1=O)CCS2	3.2	2.6	1.0	17.3	-18.8	5.6	11.9	1.1	-2.1
CC(=O)N1CCCc2cc(S(=O)(=O)Nc3ccc4c(c3)OCO4)ccc21	/	-13.9	4.7	1.9	1.6	5.3	12.5	-1.3	/
CC(C)c1nnc(NC(=O)CCS(=O)(=O)c2nc(-c3cccs3)cc(C(F)(F)F)n2)s1	6.5	-9.8	2.5	3.1	2.8	-4.9	8.1	2.1	1.2
O=C(NC1CCCC1)C1CCCN1C(=O)Nc1ccccc1Cl (configuration not stated)	1.8	-26.6	-3.5[fluorescence artefact?]	/	5.6	-1.6	16.5	-4.7	-1.6
O=C(CN1CCCCCC1)Nc1cccc([N+](=O)[O-])c1	-3.5	-7.5	1.7	0.9	-2.8	-1.2	9.0	-14.2	-2.2
CCCn1c(=O)c2ccccc2n2c(SCCOc3ccccc3)nnc12	1.5	-15.4	3.1	-4.3	-4.6	-1.4	2.7	-8.0	1.8
Cc1cc(NCc2ccc(F)cc2Cl)n2nnnc2n1	0.6	-26.4	-7.6	17.0	0.6	1.4	15.3	-19.6	-0.7
Cn1c(=O)c2ncn(CC(=O)N/N=C/c3ccco3)c2n(C)c1=O	1.0	/	5.3[fluorescence artefact?]	/	-0.3[fluorescence artefact?]	-2.9	2.5	-26.9	-0.5
Cc1cccc2cc3c(nc12)SC(=NCC1CCCO1)N(Cc1ccco1)C3 (configuration not stated)	2.7	-7.6	-5.0	-1.4	-16.0	13.1	19.0	29.2	0.9
O=C(NCc1ccco1)Nc1ccc(Br)cc1	-1.0	-14.3	-2.9	13.7	-8.6	-6.1	7.3	1.1	-0.7
COc1ccc(NC(=O)c2cccc(F)c2)cc1Cl	5.0	-10.2	-10.8	/	-4.9	2.6	18.6	-9.1	6.1
Cc1ccc(Cl)cc1NC(C#N)c1ccccc1 (configuration not stated)	0.7	-5.6	3.8	2.6	-4.7	0.6	9.4	0.9	-0.2
O=C(O)C1CCCCC1C(=O)NC(c1ccccc1)c1ccccc1 (configuration not stated)	9.3	-9.6	-0.1	23.6	-2.3	3.1	5.8	2.9	-2.6

Whole records, looked up by structure. Screens in order: p97 ATPase inh, Mdm2 ligase inh, eIF4E-4G inh, Rad51 HR inh, 14-3-3 Bad PPI, FXIa inh 1536, FXIIa inh, KLK5 inh, Wee1 degr inh
Profile of `CC(=O)N1CCCc2cc(S(=O)(=O)Nc3ccc4c(c3)OCO4)ccc21` → /, -13.9, 4.7, 1.9, 1.6, 5.3, 12.5, -1.3, /
Profile of `Cc1cc(NCc2ccc(F)cc2Cl)n2nnnc2n1` → 0.6, -26.4, -7.6, 17.0, 0.6, 1.4, 15.3, -19.6, -0.7

Other compounds follow:
SMILES	p97 ATPase inh	Mdm2 ligase inh	eIF4E-4G inh	Rad51 HR inh	14-3-3 Bad PPI	FXIa inh 1536	FXIIa inh	KLK5 inh	Wee1 degr inh
Oc1ccccc1N=Cc1c(O)ccc2ccccc12	7.5	-15.5	0.9	i	-3.2	-14.3	4.7	19.3	1.5
CCn1c(SCc2ccc([N+](=O)[O-])cc2)nnc1C(C)NC(=O)c1ccc(C)cc1 (configuration not stated)	-8.8	-9.1	2.9	11.5	-10.7[fluorescence artefact?]	-6.3	-4.2	-12.0	0.7
COc1ccc(-c2nc(-c3ccc(Br)o3)no2)cc1	-0.5	-45.1	-0.3	2.8	-1.3	0.4	8.0	-7.4	6.5
CCOc1ccc(CC(=O)N2CCN=C2SCc2ccc([N+](=O)[O-])cc2)cc1	2.3	-3.6	-0.6	8.4	-8.3	1.0	13.4	16.5	1.3
CC(=O)c1ccc(NC(=O)/C(=C\c2cccs2)NC(=O)c2ccco2)cc1	5.8	8.2	-3.3	3.8	87.8*	10.3	10.0	0.1	0.5
O=c1[nH]cnc2scc(-c3ccc(-c4ccccc4)cc3)c12	-0.2	-3.5	2.9	-0.8	5.6	8.6	1.9	-1.4	0.8
O/N=C1/C2C3CC4C5C3C1C5C1(OCCO1)C42 (configuration not stated)	7.4	-20.3	-1.1	2.1	-9.0	10.8	23.0	-10.1	5.0
O=C1CSc2ccc(C(=O)NCCC3=CCCCC3)cc2N1	-3.8	-5.1	-1.1	-0.1	-7.7	8.8	14.2	-1.4	1.5
COc1ccc(OC)c(NC(=O)C2CCCN2C(=O)OCc2ccccc2)c1 (configuration not stated)	2.5	-2.4	-3.0	7.0	-0.1	4.0	20.3	-15.8	-1.1
COc1ccc(S(=O)(=O)n2nc(C)cc2C)c(C)c1C	3.0	-1.2	-9.4	9.2	-18.9[fluorescence artefact?]	-1.4	7.6	-20.3	-2.0
O=C(NCc1ccc2c(c1)OCO2)c1cccc(Cl)c1	-2.7	-13.1	4.5	-15.3	-5.2	-8.3	2.3	1.4	-2.5
c1ccc2c(c1)c1ccccc1n1c(-c3ccc4c(c3)OCO4)nnc21	1.1	-7.1	7.1[fluorescence artefact?]	3.0	7.2	-7.7	-1.9	-1.5	-0.3
COc1ccc(S(=O)(=O)NCCN2CCNC2=O)cc1OC	5.4	-9.8	-1.0	/	-8.8	-1.9	2.1	-4.0	-1.5
CC(C)(C)C(=O)Nc1cc(C(F)(F)F)ccc1N1CCOCC1	8.8	-0.7	-3.2	-2.4	-4.3	6.9	16.0	-6.2	-2.4
Cc1ccc(Cl)cc1NC(=O)Cn1cccc1	-1.5	-19.7	0.5	-8.0	-3.5	4.6	-2.0	6.7	-0.6
Cc1ccc(S(=O)(=O)N(C)C)cc1NC(=O)c1n[nH]c(=O)c2ccccc12	3.2	/	-7.0	28.9	1.2	-0.5	10.9	10.5	-2.4
Cc1nc2c(-c3ccc(Cl)cc3)cnn2c2c1CCC2	-0.4	-9.6	-4.3	3.1	-14.4	-2.4	5.4	0.6	-0.5
Cc1ccc(Nc2nnc(SCC(=O)c3ccc(Br)s3)s2)c(C)c1	13.2	-20.0	3.5	-9.5	-18.4	-0.9	13.8	-4.1	-1.5
CCN(CC)C(=O)c1cncc(C(=O)N(CC)CC)c1-c1ccccc1	7.2	-12.9	-1.1	-4.4	11.3[fluorescence artefact?]	5.7	13.1	-4.3	2.6
O=C(COC(=O)CCc1c[nH]c2ccccc12)NC1CCS(=O)(=O)C1 (configuration not stated)	-1.0	/	1.4	-7.1	2.8	5.3	12.3	-4.1	3.3

Just Rad51 HR inh and Mdm2 ligase inh (2 entries from above):
canonical_smiles	Rad51 HR inh	Mdm2 ligase inh
CCN(CC)C(=O)c1cncc(C(=O)N(CC)CC)c1-c1ccccc1	-4.4	-12.9
O=C(COC(=O)CCc1c[nH]c2ccccc12)NC1CCS(=O)(=O)C1 (configuration not stated)	-7.1	/

Next part.
SMILES	p97 ATPase inh	Mdm2 ligase inh	eIF4E-4G inh	Rad51 HR inh	14-3-3 Bad PPI	FXIa inh 1536	FXIIa inh	KLK5 inh	Wee1 degr inh
CCOC(=O)c1c(-c2ccccc2Cl)csc1NC(=O)c1cc(S(=O)(=O)N2CCOCC2)ccc1C	6.9	15.4	-4.1	4.4	-22.5	6.0	2.8	-18.2	-1.1
CCS(=O)(=O)n1nc(-c2ccc(Cl)cc2)nc1SCc1ccccc1	1.4	6.2	4.1[fluorescence artefact?]	2.8	41.5	-8.0	-0.1	-9.4	1.8
CS(=O)(=O)Nc1ccc(C(=O)Nc2ccccc2Cl)cc1	-2.7	-7.1	0.0	-13.6	3.1	-2.2	5.7	1.8	5.0
CCCOc1ccc(Cc2nn3c(=O)/c(=C/c4ccco4)sc3nc2=O)cc1	8.5	10.6	-17.5	-1.6	0.9	-4.3	9.8	-14.1	-0.2
NC(=S)C1COc2ccccc2O1 (configuration not stated)	-1.3	-12.2	-0.4	-3.7	-2.6	-3.0	8.7	-2.5	-0.7
CC(C)(CO)Nc1ccc([N+](=O)[O-])cc1[N+](=O)[O-]	3.4	-16.1	-6.4	-3.0	2.9	23.4	27.9	4.8	-2.3
CC(C)Oc1ccc(C(=O)NC(=S)Nc2ccc(Cl)c(C(=O)O)c2)cc1	1.2	-13.6	0.6	12.3	34.9	-1.9	6.2	-0.6	1.4
